# BCR signal inh: chronic active BCR signaling inhibition | ABC-DLBCL IkBa-CBG/CBR reporter, luminescence ratio, 4 h | AID 493014 | Potency, µM (doses to about 46.1 µM), without a hit: at the highest dose ratio change, negative = lower green/red ratio, usual class: inhibitors | 0.05% of 340,000 active; active = well fitted inhibition curve with a large enough effect in the signal ratio, with a control signal flat, not every such curve was filed as active; inconclusive = small, poorly fitted or top-dose-only effect, or effect the other way, or a change in a side signal; the % refers to the signal ratio;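 also: potency is read from the fitted curve at half-maximal effect; plate controls were basal doxycycline-induced cells for no effect and cells given 10 µM MG132 for full effect; MG132 reads +100%, hits lower the ratio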
#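 TMD8 human ABC-DLBCL cells with doxycycline-inducible IκBα–green luciferase fusion and unfused red luciferase, in 0.5% FBS medium; compounds up to 46 uM, 4 h at 37C. Green/red luminescence ratio, filter-overlap corrected, fitted to concentration-response curves.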
# TSHR antagonist: blocks TSH signaling through the human TSH receptor; P16473; TSHR-expressing cells, TSH-stimulated cAMP HTRF, 2 h; stronger effect = lower value; activity change, negative = inhibition, % at 11.5 µM; 0.2% of 330,000 active; AID 504810;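 active = activity change below a set negative limit, meaning inhibition stronger than a set level, cut at about -70% in these data; inconclusive = activity change between two set negative limits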; also: % is scaled to controls: 0 for no effect and ±100 for the full control effect
#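 Cell-based HTRF cAMP assay; TSHR cells + compound, TSH EC80 (4nM final), 2 h, 37 deg C. Lysis with anti-cAMP cryptate and cAMP-d2, 30 min RT, read 665/620 nm.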
# USP2a inh: inhibitors of human ubiquitin-specific protease USP2a; O75604; USP2 core, Ub-CHOP2 coupled fluorogenic reporter, 485/531; Potency, µM (highest dose often 38.3 µM), for inactives: at the top dose activity change, negative = inhibition, most hits filed as inhibitors; 0.01% of 330,000 active;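 also: potency is read from the fitted curve at half-maximal effect; plate controls were DMSO wells for no effect and full inhibition by NEM control for full effect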
#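 Deubiquitinase activity read as fluorescence (485/531 nm) after Ub-CHOP2 cleavage activates the enterokinase reporter on its substrate; USP2 core 10nM, Ub-CHOP2 and substrate 25nM each, 30min compound preincubation then 60min RT; data normalized to NEM, curves fitted.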
# TCR act: activates T cell receptor signaling; primary human leukocytes, anti-CD3, IL-2 HTRF, 48 h; Potency, µM (titrated, usually from 9.22 µM), for inactives: at the highest dose activation of IL-2 secretion, hits mostly activators; 330,000 tested, under 10 active; also: % of control where 0% means no effect
#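 Readout: HTRF IL-2, Eu-cryptate/d2 antibody pair, 320nm excitation, 665nm emission. Stimulus: a-CD3 beads, no co-stimulation. Cells: primary human leukocytes. Exposure: 48 hr with compound.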
# TSG101-PTAP inh: blocks PTAP/TSG101 interaction to inhibit HIV-1 budding; Q99816; Fluorescence polarization, FITC-PTAP peptide / Tsg101 binding; Potency, µM (series often up to 115 µM), for the others: top-dose activity change, negative = inhibition, usual class: inhibitors; 340,000 tested, under 10 active; AID 493005; active = well fitted inhibition curve with a large enough effect in the main read-out, with a control signal flat, not every such curve was filed as active; inconclusive = small, poorly fitted or top-dose-only effect, or effect the other way, or a change in a side signal; inactive = no such curve, though single readings can be large or run the other way; also: potency is read from the fitted curve at half-maximal effect; % of control where 0% means no effect
#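 Tsg101 binding domain (10 uM final) was mixed with compound and a FITC-labeled PTAP peptide (50 nM final) in HEPES pH 7.5 buffer with NaCl, Tween 20, EDTA and TCEP; fluorescence polarization was read after 20 min at r.t.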
# uPA generation: blocks generation of uPA at the cell surface; cell surface uPA generation assay, qHTS; Potency, µM (titrated, usually from 38.3 µM), without a hit: at the top dose activity change, negative = inhibition, most hits filed as inhibitors; 0.31% of 330,000 active; AID 540303; active = well fitted inhibition curve with a large enough effect; inconclusive = small, poorly fitted or top-dose-only effect; inactive = no such curve, though single readings can be large or run the other way; tested in mouse RAW 264.7 cells; also: potency is read from the fitted curve at half-maximal effect; % is scaled to controls: 0 for no effect and ±100 for the full control effect; nearly all actives have a fitted effect of over 55% in size
# Tb PFK block: T. brucei PFK enzyme inhibition | Potency, µM (doses to about 57.5 µM), inactives show at the top dose activity, negative = inhibition, actives largely listed as inhibitors | O15648 | 0.17% of 330,000 active | T. brucei PFK, ADP-Glo luminescence;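 also: potency is read from the fitted curve at half-maximal effect; 0% = uninhibited 1x PFK enzyme wells and -100% = no-enzyme wells; nearly all actives have a fitted effect of over 60% in size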
# Target sequence (O15648 whole entry, looked up): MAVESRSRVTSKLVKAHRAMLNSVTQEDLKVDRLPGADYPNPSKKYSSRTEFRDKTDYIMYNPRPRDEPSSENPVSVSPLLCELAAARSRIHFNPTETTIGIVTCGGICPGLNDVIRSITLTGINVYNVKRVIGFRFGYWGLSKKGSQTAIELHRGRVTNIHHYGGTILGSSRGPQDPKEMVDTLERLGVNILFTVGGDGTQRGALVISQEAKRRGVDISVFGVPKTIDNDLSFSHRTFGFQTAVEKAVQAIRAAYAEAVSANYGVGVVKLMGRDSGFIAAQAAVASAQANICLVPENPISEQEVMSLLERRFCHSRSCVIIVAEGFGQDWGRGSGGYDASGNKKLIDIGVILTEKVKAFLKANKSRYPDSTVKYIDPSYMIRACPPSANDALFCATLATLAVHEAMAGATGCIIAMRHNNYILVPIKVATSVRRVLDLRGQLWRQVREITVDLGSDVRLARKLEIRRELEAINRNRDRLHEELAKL
#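 Activity is normalized to no-enzyme wells (full inhibition) and 1.25 nM enzyme wells (no inhibition). Reaction: 0.5 mM F6P, 0.1 mM ATP, 45 min RT, ADP-Glo luminescence; concentration-response curves fitted and classed by quality.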
# Mito fusion yeast: blocks mitochondrial division or promotes mitochondrial fusion; S. cerevisiae fusion-defective mutant growth rescue, CellTiterGlo 48 h; Potency, µM (doses to about 46.1 µM), without a hit: top-dose growth rescue (activation), hits mostly activators; 0.23% of 320,000 active;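 also: potency is read from the fitted curve at half-maximal effect; % of control where 0% means no effect; nearly all actives have a fitted effect of over 45% in size; temperature-sensitive fusion mutants such as fzo1-1 at 37 °C on non-fermentable ethanol glycerol medium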
#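 Compounds are tested for their ability to restore growth of mitochondrial fusion-defective yeast strains at non-permissive 37C in YPEG medium over 48 hours. Viability is quantified by luciferase luminescence.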
# ELG1 DNA repair: inhibitors of ELG1-dependent DNA repair in HEK293T cells; HEK293T ELG1-luciferase reporter, luminescence, 16 h; DNA damage induced by 5-fluorouridine; Potency, µM (doses to about 46.1 µM), inactives show at the highest dose activity change, negative = inhibition, actives largely listed as inhibitors; 2.3% of 330,000 active; AID 504467; also: potency is read from the fitted curve at half-maximal effect; % is scaled to controls: 0 for no effect and ±100 for the full control effect; nearly all actives have a fitted effect of over 55% in size
#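 DMSO vehicle served as the neutral condition. Each well held 2,000 cells given 5-fluorouridine plus compound; after 16 hr at 37 °C/5% CO2, ONE-Glo was added and luciferase measured 30 min later.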
# B2AR arrestin: beta2AR (human) beta-arrestin recruitment activity. Potency, µM (doses to about 46.1 µM), for the others: at the highest dose activation, usual class: activators. 0.02% of 330,000 active. beta-arrestin recruitment to beta2AR, cell-based reporter. P07550. AID 492947;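 also: potency is read from the fitted curve at half-maximal effect; 0% = DMSO controls and full agonism = EC100 isoproterenol or metaproterenol; nearly all actives have a fitted effect of over 65% in size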
# Eya2 phos inh: blocks the phosphatase activity of human Eya2 | O00167 | recombinant Eya2, OMFP fluorescence dephosphorylation (OMFP is methylfluorescein phosphate) | Potency, µM (doses to about 76.9 µM), without a hit: at the top dose activity, negative = inhibition, usual class: inhibitors | 0.006% of 330,000 active; also: potency is read from the fitted curve at half-maximal effect; % is scaled to controls: 0 for no effect and ±100 for the full control effect
# Target sequence (O00167 whole entry, looked up): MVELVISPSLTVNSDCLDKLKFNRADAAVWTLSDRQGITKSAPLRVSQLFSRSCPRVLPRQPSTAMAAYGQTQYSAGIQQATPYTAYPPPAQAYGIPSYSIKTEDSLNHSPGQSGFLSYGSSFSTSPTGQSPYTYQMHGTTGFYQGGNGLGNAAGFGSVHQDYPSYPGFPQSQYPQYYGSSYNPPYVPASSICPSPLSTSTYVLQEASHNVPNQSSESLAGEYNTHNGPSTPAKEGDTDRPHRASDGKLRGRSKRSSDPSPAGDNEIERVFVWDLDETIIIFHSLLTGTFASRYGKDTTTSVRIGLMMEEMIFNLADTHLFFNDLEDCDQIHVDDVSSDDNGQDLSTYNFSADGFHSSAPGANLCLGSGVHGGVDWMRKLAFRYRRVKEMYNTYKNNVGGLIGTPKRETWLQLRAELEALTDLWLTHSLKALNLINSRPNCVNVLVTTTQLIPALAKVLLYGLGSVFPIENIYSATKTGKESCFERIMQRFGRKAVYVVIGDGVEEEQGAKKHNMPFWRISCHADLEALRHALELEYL
#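 Eya2 (0.2 uM) preincubated 10 min at ambient with compound, then OMFP substrate added at 50 uM; 10 min reaction in 50 mM HEPES pH 7.5, 50 mM NaCl, 5 uM MgCl2, 0.05% BSA, 1 mM DTT. Fluorescence read at Ex 485/Em 525 nm.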
# * hit, by the source's call; ? = inconclusive; · = not tested or not shown; & = joins results of further samples; [ ] = remark or other dose. Unless noted, calls follow the shape of the dose curve; as a rule, active = well fitted curve in the direction sought with a large enough effect; inconclusive = small, poorly fitted or top-dose-only effect, or another doubt; inactive = no such curve, though single readings can be large; an effect the other way counts as inactive or inconclusive.
molecule,BCR signal inh,TSHR antagonist,USP2a inh,TCR act,TSG101-PTAP inh,uPA generation,Tb PFK block,Mito fusion yeast,ELG1 DNA repair,B2AR arrestin,Eya2 phos inh
CCC(NC(=O)C(C)NC)C(=O)N1CCCC1C(=O)NC1CCCc2ccccc21 (configuration not stated),1%,0,1%,0%,0%,0.4µM*,0%,-8%,23%,0.2%,-19%
CCOC(=O)c1ccc([N+](=O)[O-])cc1NC(C)=O,5%,-1,-1%,0%[46.1 µM],0%,0%,-6%,-2%,8%,0.4%,-1%
COc1ccc(-c2ccc(CCC(=O)O)n2CC(=O)Nc2ccccc2C)cc1,4%,4,2%,0%,-24%,-9%,-3%,-2%,-2%,-0.8%,6%
O=C(NCCO)c1nc2ccccc2s1,?,-5,3%,-4%[46.1 µM],-15%,3%,0%,-1%,?,0.3%,3%
Cc1cc(NC(=O)CN2C(=O)NC(CC(C)C)C2=O)no1 (configuration not stated),1%,·,5%,1%,0%,?,-1%,·,15%,-0.3%,5%
COc1ccccc1/C=C(/C(=O)OCC(N)=O)c1ccccc1,-4%,-4,-5%,-6%[46.1 µM],2%,10%,1%,-3%,3%,-0.2%,1%
COc1ccc(OCCn2c(=O)sc3ccccc32)cc1,-5%,-7,4%,8%,0%,·,0%,27%,?,-0.2%,-14%
CC[C@@]1(C(=O)OC)N[C@H](CN(C)C(=O)Nc2ccc(Cl)cc2)[C@@H]2C(=O)N(Cc3ccccc3)C(=O)[C@@H]21,1%,-12,0%,4%,-2%,-1%,4%,·,0%,-1.0%,-3%
Cc1cccc(NC(=O)COC(=O)CCCC2=NS(=O)(=O)c3ccccc3N2)c1,4%&4%,-4,2%,2%,-4%,1%,2%,2%,14%,0.4%,-4%
COc1ccc(S(=O)(=O)Nc2ccccc2)cc1OC,-13%,-8,0%,0%,-5%,-1%,4%,3%,-4%,0.4%,21%
O=C(Cn1cc(C(F)(F)F)ccc1=O)N/N=C/c1cccc(Cl)c1,2%,-4,1%,1%[46.1 µM],-7%,-2%,0%,-1%,-1%,-1.6%,3%
COc1ccc2c(C)cc(SCC(=O)N(C)C3CCS(=O)(=O)C3)nc2c1 (configuration not stated),0%,-5,4%,-2%,24%,-2%,2%,1%,-1%,-0.1%,3%
O=C(NCc1cccnc1)c1nc(-c2cccs2)no1,3%,-23,1%,-40%,0%,1%,3%,-2%,27%,-0.5%,-24%
CCOC(=O)N1CCN(C(=O)c2ccccc2N(C)S(C)(=O)=O)CC1,?,6,-1%,-2%,-1%,·,0%,-2%,3%,0.2%,-1%
Cc1cc(=O)n2nc(N3CCCC(C(=O)NCc4ccc(Cl)cc4)C3)sc2n1 (configuration not stated),2%,-6,1%,6%,-4%,4%,-1%,1%,-5%,-0.5%,6%
COC(=O)C1NN=C(C(=O)c2ccc(Cl)cc2)C1c1ccc(OC)cc1 (configuration not stated),-2%,-12,1%,-1%,0%,-3%,3%,25%,?,-3.5%,4%
O=S(=O)(CCSc1ccc(C(F)(F)F)cn1)c1ccc(Cl)cc1,?,-9,5%,0%,-1%,-4%,1%,-2%,-4%,-0.2%,10%
COc1ccc2nc3ccccc3nc2c1NC(=O)c1ccc(Cl)cc1,0%,-2,4%,-10%[46.1 µM],-1%,-3%,0%,-6%,?,0.0%,8%
CCS(=O)(=O)N1Cc2ccccc2CC1C(=O)Nc1nnc(C2CC2)s1 (configuration not stated),3%,-14,3%,·,-1%,-3%,0%,-2%,-7%,0.2%,-1%
O=C(NC1CC1)C1CCCN(C(=O)NC2CCCCC2)C1 (configuration not stated),-4%,-5,0%,-2%,-5%,7%,-12%,0%,1%,0.4%,14%
CCN(CC)S(=O)(=O)c1cccc(C(=O)N/N=C/c2ccc([N+](=O)[O-])o2)c1,?,0,0%,-4%,-1%,-17%,-8%,-5%,?,-0.1%,-9%
CCOC(=O)N1CCN(C(=O)c2ccc(NC(=O)CC)cc2)CC1,16%,3,1%,2%,-1%,-1%,0%,0%,5%,-0.1%,-2%
Cc1nc2ccccc2cc1C(=O)N/N=C/c1cccc([N+](=O)[O-])c1,?,-5,0%,0%[46.1 µM],0%,2%,-2%,-9%,13%,2.6%,7%
Cc1ccccc1N1CCN(C(=S)c2ccc(-c3cccc([N+](=O)[O-])c3)o2)CC1,10%,-11,-8%,5%,-5%,18%,?,3%,-24%,0.1%,-9%
CC(C)Oc1ccc(CNC(=S)Nc2ccccc2)cc1Cl,-3%,-7,1%,1%,-4%,-7%,2%,-22%,?,-0.2%,4%

# (further entries)
molecule,BCR signal inh,TSHR antagonist,USP2a inh,TCR act,TSG101-PTAP inh,uPA generation,Tb PFK block,Mito fusion yeast,ELG1 DNA repair,B2AR arrestin,Eya2 phos inh
O=C(Nc1cc(F)ccc1F)C1CCN(S(=O)(=O)c2cccc3nonc23)CC1,-8%,-8,2%,-1%,-1%,3%,0%,4%,-9%,-0.4%,-3%
Cc1cc(C)cc(NC(=O)CCn2ccnc2)c1,-1%,3,-1%,1%,1%,-1%,-6%,-4%,2%,-0.8%,1%
NS(=O)(=O)c1cccc(NC(=O)COC(=O)CCCc2c[nH]c3ccccc23)c1,?,-3,-1%,-5%,-2%,0%,-2%,3%,-8%,0.0%,7%
COc1cc(N/N=C(\C)c2ccc(N)cc2)nc(-c2ccccc2)n1,?,-4,-11%,-1%,-3%,-2%,-4%,0%,?,0.3%,-1%
COc1ccc(C(C(=O)NC2CCCCC2)N(C(=O)c2snc(C(N)=O)c2N)c2ccccc2OC)cc1 (configuration not stated),-16%,-12,1%,-7%,-1%,16%,4%,8%,?,-0.1%,-18%
CC(Cc1ccccc1)NC(=S)CN1CCCC1=S (configuration not stated),2%,-11,1%,-13%,2%,-1%,0%,-1%,?,0.2%,-4%
Cc1cccc(NC(=O)Nc2cccc(C#N)c2)n1,?,3,3%,-6%,1%,-18%,-2%,6%,?,-0.3%,-9%
CC1CN(C(=O)Cn2c(C(F)(F)F)nc3ccccc32)CC(C)O1 (configuration not stated),-12%,-2,2%,4%,1%,1%,5%,-3%,?,-0.1%,11%
Cc1ccccc1NC(=O)C1CCCN(S(=O)(=O)c2ccc(-n3cnnn3)cc2)C1 (configuration not stated),2%,-5,5%,2%,-2%,4%,0%,2%,?,-0.7%,1%
Cc1ccc(/C=N/NC(=O)c2nnn(-c3nonc3N)c2-c2ccccc2)o1,6%,-7,0%,-5%,-3%,3%,3%,1%,7%,-0.8%,3%
Cc1ccc(S(=O)(=O)N2CCN(S(=O)(=O)c3ccccc3)C2c2ccc(N(C)C)cc2)cc1 (configuration not stated),-7%,6,3%,-3%,-7%,9%,-5%,2%,?,-2.1%,1%

# Records above printed as active in uPA generation.
Compound | BCR signal inh | TSHR antagonist | TCR act | TSG101-PTAP inh | uPA generation | B2AR arrestin | Eya2 phos inh
CCC(NC(=O)C(C)NC)C(=O)N1CCCC1C(=O)NC1CCCc2ccccc21 (configuration not stated) | 1% | 0 | 0% | 0% | 0.4µM* | 0.2% | -19%

# As entered above.
# Value of `Cc1cc(C)cc(NC(=O)CCn2ccnc2)c1` under TSHR antagonist: 3
# Value of `CC(Cc1ccccc1)NC(=S)CN1CCCC1=S` (configuration not stated) under TCR act: -13%
# Value of `O=C(Nc1cc(F)ccc1F)C1CCN(S(=O)(=O)c2cccc3nonc23)CC1` under USP2a inh: 2%
# Value of `Cc1ccc(S(=O)(=O)N2CCN(S(=O)(=O)c3ccccc3)C2c2ccc(N(C)C)cc2)cc1` (configuration not stated) under uPA generation: 9%
# Value of `Cc1ccccc1NC(=O)C1CCCN(S(=O)(=O)c2ccc(-n3cnnn3)cc2)C1` (configuration not stated) under BCR signal inh: 2%

# Assay outcomes: PubChem, National Center for Advancing Translational Sciences (NCATS)
